Screening data: PubChem BioAssay, NMMLSC
GRK2 aptamer HTS: inhibitors of human GRK2 displacing RNA aptamer; bead flow cytometry, FAM-aptamer displacement from GRK2; inhibition of aptamer binding, % at 10 µM; hit rate 0.59% among 330,000;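 active means inhibition of aptamer binding above 40%, roughly 3 SD of noise, on plates passing a quality check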;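 further: median bead fluorescence of bound FAM aptamer so fluorescent compounds give negative values; no value below 0 was filed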
CR mimetic SO: caloric restriction mimetics inhibiting age-related superoxide in yeast; S. cerevisiae aged cells, superoxide DHE fluorescence; stronger effect = lower value; superoxide response (% of plate mean), % at 10 µM; hit rate 0.18% among 330,000; AID 2690;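 active means superoxide response under a set limit, about three screen SD below normal, cut at about 65% in these data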;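 further: yeast aged for seven days with compound at 30 °C before DHE staining; 100% = average MFI of all compound-treated wells on the plate with controls excluded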
MEP2-GFP yeast: alters MEP2-GFP fluorescence in TOR pathway yeast screen; GFP response vs DMSO, % at 10 µM; AID 2016; hit rate 0.51% among 330,000; S. cerevisiae MEP2-GFP strain, flow cytometry GFP, 3 h; 100% = DMSO control level;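 active means GFP response versus DMSO above a set limit, roughly screen mean plus 3 SD, cut at about 180% in these data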;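 further: median GFP fluorescence of the barcode-gated MEP2-GFP cells per well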
LAP4 TOR yeast: yeast TOR pathway LAP4-GFP modulation; AID 2023; GFP response vs DMSO, % at 10 µM; hit rate 0.34% among 320,000; S. cerevisiae LAP4-GFP multiplex, flow cytometry GFP, 3 h; median GFP as percent of DMSO wells;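 active means GFP response vs DMSO above a set limit, about the screen mean plus 3 SD, cut at about 150% in these data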
AGP1 TOR yeast: yeast TOR pathway AGP1-GFP modulation; S. cerevisiae AGP1-GFP multiplex flow cytometry, 3 h; GFP as percent of DMSO wells; GFP response vs DMSO, % at 10 µM; hit rate 0.02% among 320,000;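 active means GFP response relative to DMSO above a set limit, near screen average plus 3 SD, cut at about 150% in these data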;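 further: median GFP channel fluorescence of the gated AGP1 strain per well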
RPL19A-GFP yeast: alters RPL19A-GFP fluorescence in TOR pathway yeast screen; S. cerevisiae RPL19A-GFP strain, flow cytometry, 3 h; stronger effect = lower value; percent response vs DMSO, % at 10 µM; hit rate 0.3% among 330,000; AID 2025;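 active means percent response vs DMSO below 50%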;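 further: median channel GFP fluorescence of the barcoded RPL19A-GFP strain; ratio of sample median GFP to plate DMSO average so 100% = DMSO; lower means less RPL19A-GFP as with rapamycin TOR inhibition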
CIT2-GFP yeast: modulators of TOR pathway CIT2-GFP in S. cerevisiae; S. cerevisiae CIT2-GFP strain, flow cytometry, 3 h; 100 means same as DMSO wells; GFP response vs DMSO, % at 10 µM; hit rate 0.065% among 320,000;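 active means GFP response relative to DMSO above a set limit, near the screen mean plus 3 SD, cut at about 150% in these data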;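 further: ratio of well median GFP fluorescence to mean of DMSO wells on the plate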
VLA-4 inh: inhibition in a human VLA-4 binding assay | P13612 | VLA-4 expressing cells, ligand binding flow cytometry | inhibition, % (about 7 µM as worked out from the volumes in the protocol) | hit rate 0.2% among 330,000; in the data active means inhibition above about 50%
Target sequence (P13612 whole entry, looked up): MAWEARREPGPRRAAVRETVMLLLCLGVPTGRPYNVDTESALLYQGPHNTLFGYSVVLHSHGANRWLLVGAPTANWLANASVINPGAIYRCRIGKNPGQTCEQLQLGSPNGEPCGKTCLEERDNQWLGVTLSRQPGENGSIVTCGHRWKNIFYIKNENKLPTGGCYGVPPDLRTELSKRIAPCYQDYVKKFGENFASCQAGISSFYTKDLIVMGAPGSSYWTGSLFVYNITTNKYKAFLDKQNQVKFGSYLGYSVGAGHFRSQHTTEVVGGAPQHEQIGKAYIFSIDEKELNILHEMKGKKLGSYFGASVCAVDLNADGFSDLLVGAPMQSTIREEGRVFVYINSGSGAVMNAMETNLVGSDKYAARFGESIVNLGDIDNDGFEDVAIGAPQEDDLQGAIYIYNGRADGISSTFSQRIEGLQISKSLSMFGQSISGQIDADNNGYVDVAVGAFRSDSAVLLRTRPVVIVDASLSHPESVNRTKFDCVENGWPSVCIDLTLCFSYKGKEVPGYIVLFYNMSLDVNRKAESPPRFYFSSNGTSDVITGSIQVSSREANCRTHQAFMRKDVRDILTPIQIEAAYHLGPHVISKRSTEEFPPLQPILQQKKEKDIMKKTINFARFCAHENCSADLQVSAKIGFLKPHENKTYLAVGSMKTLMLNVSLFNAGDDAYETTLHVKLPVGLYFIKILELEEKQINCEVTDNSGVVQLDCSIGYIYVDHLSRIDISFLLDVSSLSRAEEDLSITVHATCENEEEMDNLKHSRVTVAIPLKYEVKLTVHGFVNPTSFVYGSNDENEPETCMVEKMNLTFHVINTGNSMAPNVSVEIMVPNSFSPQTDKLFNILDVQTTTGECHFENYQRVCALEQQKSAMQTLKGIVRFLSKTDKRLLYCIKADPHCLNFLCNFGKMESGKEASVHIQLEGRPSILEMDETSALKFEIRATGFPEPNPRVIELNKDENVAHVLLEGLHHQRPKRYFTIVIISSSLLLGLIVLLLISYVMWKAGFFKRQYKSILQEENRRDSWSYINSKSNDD
* = called active by the depositor; x = not tested or not shown.

SMILES	GRK2 aptamer HTS	CR mimetic SO	MEP2-GFP yeast	LAP4 TOR yeast	AGP1 TOR yeast	RPL19A-GFP yeast	CIT2-GFP yeast	VLA-4 inh
CCOc1ccc(CCNC(=O)COC(=O)C2CC2)cc1OCC	1	95	102	108	115	106	106	0
COCCNC(=O)c1ccccc1NC(=O)c1cc(OC)cc(OC)c1	1	102	99	95	93	99	99	-9
CN1CCN(c2ccccc2NC(=O)c2ccc(-c3ccc(Cl)cc3Cl)o2)CC1	28	87	104	110	102	98	96	30
CCOc1ccc(NC(=O)Cn2nnc(C(=O)NCCc3ccc(OC)c(OC)c3)c2N)cc1	3	99	98	x	98	96	89	-20
COc1ccc(NC(=S)NCc2ccccc2)c(OC)c1	0	111	107	93	103	102	106	1
COc1ccc(S(=O)(=O)N2CCCCCC2)cc1C(=O)NCc1ccc(C)cc1	0	92	96	97	97	98	95	3
CCCCN1CCc2c1nc1ccc(Br)cc1c2N	0	117	101	94	102	95	96	-63
Cc1nonc1CN(C)C(=O)CC1C(=O)NCCN1Cc1ccccc1F (stereo unspecified)	0	98	102	85	95	106	96	0
CCCCC(=O)NC(c1ccc(Cl)cc1)c1ccc2cccnc2c1O (stereo unspecified)	0	108	100	87	98	100	103	4
Cc1ccsc1S(=O)(=O)N1CCC(CO)(CC2CCCCO2)CC1 (stereo unspecified)	1	98	89	96	92	90	96	4
Cn1cccc1C(=O)/C(C#N)=C/c1ccc(F)cc1	1	92	89	100	96	91	101	-1
CC(C)(C)n1c(=O)[nH]c2c(c1=O)CCC2	0	79	88	85	87	89	97	4
CN(Cc1ccc(F)cc1)C(=O)c1cccc(S(=O)(=O)N2CCN(Cc3ccccc3)CC2)c1	2	98	95	90	87	91	83	5
O=C(CC1CCCC1)N1CCN(S(=O)(=O)c2ccc(F)cc2)CC1	0	106	97	96	95	93	98	9
NS(=O)(=O)c1ccc(CNC(=S)NCc2ccc(Cl)cc2)cc1	1	100	106	86	92	97	99	17
O=[N+]([O-])c1cccc(-c2c(-c3ccccc3)ncc3ccc(F)cc23)c1	0	107	90	91	95	99	94	-7
O=C(Cn1cnc2ccccc2c1=O)Nc1nnc(C2CC2)s1	1	94	96	89	101	109	100	10
Cc1ccc(Cl)cc1NC(=O)c1ccc(CSc2nnnn2C)cc1	0	95	118	113	107	108	110	-6
Cc1ccc(-c2nc(CN3CCCCC3c3cccc(F)c3)c(C)o2)o1 (stereo unspecified)	0	104	103	83	91	101	100	-27
O=C(O)C(=O)Cc1c[nH]c2ccccc12	1	104	98	99	103	94	100	-120
CC(C1CCN(Cc2cn(C)nc2-c2cccc(Cl)c2)CC1)N1CCOCC1 (stereo unspecified)	0	77	102	104	111	104	109	1
CC(=O)NS(=O)(=O)c1ccc(NC(=O)CSc2ccccc2)cc1	0	99	100	92	98	97	93	-8
COc1ccccc1C(=O)COC(=O)Cc1c[nH]c2ccccc12	3	103	95	98	103	95	103	4
COc1ccc(C(=O)COC(=O)CCNS(=O)(=O)c2ccccc2)c(OC)c1	2	92	98	115	113	95	92	5
COc1ccc(C(C)=O)cc1CS(=O)(=O)CC(=O)O	4	107	108	100	98	100	100	9
Later entries:
SMILES	GRK2 aptamer HTS	CR mimetic SO	MEP2-GFP yeast	LAP4 TOR yeast	AGP1 TOR yeast	RPL19A-GFP yeast	CIT2-GFP yeast	VLA-4 inh
COc1ccc(CN(CC(=O)NC2CCCCC2)C(=O)CCCC(=O)Nc2ccccn2)cc1	0	105	103	87	98	105	98	-53
COc1ccccc1OCCSc1nc2ccccc2n1CC(O)CO (stereo unspecified)	0	102	112	100	97	99	98	11
Cc1cccc(C(=O)N[C@H](C(=O)Nc2nc(C)cs2)C(C)C)c1	1	96	100	106	108	110	107	21
COc1cc(NC(=O)C(C)Oc2ccccc2)ccc1NC(=O)COc1ccccc1 (stereo unspecified)	2	109	97	117	102	102	92	14
O=C(CN1C(=O)CCS(=O)(=O)c2ccccc21)NCc1ccc2c(c1)OCO2	2	94	100	97	99	100	105	10
O=C(NC1CCCC1)c1ccc(Br)o1	0	105	101	101	98	100	99	-12
COc1ccc(CSCC(=O)N/N=C/c2ccccc2OCc2ccccc2)cc1	2	108	98	105	88	88	94	3
C=C1/C=C(\C)[C@](C)(O)C[C@H](O)CC(=O)[C@H](O)[C@@H](O)[C@H](C)C[C@H](C)OC(=O)/C(C)=C/CC/C=C/[C@@H]2O[C@H]2C[C@H](C)C1	2	87	95	115	91	95	90	24
O=C(COc1ncnc2sccc12)NC1CCCc2ccccc21 (stereo unspecified)	1	98	105	98	104	104	102	27
Cc1ccc(-c2nnn(CC(=O)NCCc3ccc4c(c3)OCO4)n2)o1	3	100	95	116	106	100	90	-4
CSCCC(NC(=O)c1ccc([N+](=O)[O-])cc1Cl)C(=O)OCC(=O)NC1CCCC(C)C1C (stereo unspecified)	0	102	105	90	95	103	103	0
S=C(NCc1ccccn1)Nc1ccc(Cl)cc1	0	82	105	102	99	96	96	1
O=C(O)CCS(=O)(=O)Cc1ccccc1Cl	3	107	103	93	96	96	101	-2
CC(C)(CNC(=O)c1cc(-c2ccc(Cl)s2)nc2ccccc12)N1CCOCC1	52*	102	96	100	90	91	88	20
COc1ccc(NS(=O)(=O)c2cccc3nonc23)c(OC)c1	0	119	100	94	99	102	93	20
COCc1c(C(=O)N/N=C/c2ccncc2)nnn1-c1nonc1N	4	101	109	100	100	109	104	2
O=C(CSc1nc2ccccc2o1)NCC(=O)c1ccccc1	1	88	98	91	90	100	90	-2
CC(C)(C)c1ccc(SCCc2ccncc2)cc1	2	99	106	96	100	103	101	11
O=C(NC(Cc1ccccc1)C(=O)O)c1ccc(S(=O)(=O)N2CCOCC2)cc1 (stereo unspecified)	0	99	98	98	105	x	105	8
CC1=C(C(=O)Nc2ccccn2)C(c2ccc(Cl)cc2Cl)NC(=S)N1 (stereo unspecified)	0	101	110	98	99	105	103	6
N/C(CCS(=O)(=O)c1ccc(Cl)cc1)=N\OC(=O)c1ccccc1Cl	1	92	105	116	112	100	95	2
Cc1[nH]c2ccccc2c1/C=C/c1nc2ccccc2c(=O)n1-c1cccc([N+](=O)[O-])c1	0	100	110	104	105	105	103	-43
CC(C)(C)OC(=O)N[C@H](C(=O)OC(C)(C)C)c1ccccc1	0	73	86	96	94	91	85	20
Cc1cccnc1NCc1ccc(O)c2ncccc12	1	105	104	92	103	102	106	29
COc1cc(CCC(=O)N2CCN(S(=O)(=O)c3ccc(C)cc3)CC2)cc(OC)c1OC	5	120	96	98	96	99	93	-3
Next structures:
SMILES	GRK2 aptamer HTS	CR mimetic SO	MEP2-GFP yeast	LAP4 TOR yeast	AGP1 TOR yeast	RPL19A-GFP yeast	CIT2-GFP yeast	VLA-4 inh
Nn1c(SCc2cn3ccccc3n2)nnc1-c1ccncc1	2	103	92	96	93	92	90	4
COc1cccc(CNC(=O)CCn2c(=O)c3cccn3c3cccnc32)c1	2	85	99	94	99	100	102	2
COc1cc(NC(=O)NCCN2CCN(c3ccc(Cl)cc3)CC2)ccc1C	2	93	96	96	92	96	91	7
COc1ccc(CC2(CO)CCN(Cc3ccc(NC(C)=O)cc3)CC2)cc1	0	99	94	90	93	88	91	3
COc1ccc(OCc2nnc3n2N=C(c2ccc(OC)cc2)CS3)cc1	3	108	109	108	103	103	98	2
CC(C)(C)SCCNS(=O)(=O)c1ccccc1	17	92	95	98	89	93	92	2
CCn1c(C)nc2cc(C(=O)NN=Cc3ccc([N+](=O)[O-])cc3)ccc21	0	83	104	108	111	112	109	19
COC(=O)c1cn(NC(=O)/C=C/c2cccc(OC)c2OC)c(=O)c2ccccc12	0	110	112	100	109	108	106	3
CCN(CC)S(=O)(=O)c1cc(C(=O)OCC(=O)Nc2ccc(-c3nc4ccc(C)cc4s3)cc2)ccc1F	0	102	113	91	97	106	104	5
Cc1ccc2cc(CCNC(=O)c3ccc(Br)o3)c(=O)[nH]c2c1	0	106	99	99	100	100	100	-6
Fc1cccc(Cl)c1CSC1=NCCS1	1	99	96	90	96	96	103	-6
O=C(CSc1ccccn1)Nc1ccc2c(c1)CCC2	0	80	93	119	100	100	93	1
O=C(NCc1ccc(Cl)cc1)C1CC(O)CN1S(=O)(=O)c1ccc(Cl)cc1 (stereo unspecified)	2	96	107	96	100	105	100	8
COC(=O)c1sccc1NC(=O)c1cccnc1	30	83	104	96	103	94	101	3
CN(C(=O)c1ccc2ccccc2c1)c1ccccn1	2	97	106	97	104	102	103	0
O=C(CC1SC(N2CCCCC2)=NC1=O)Nc1cccc(C(=O)NCc2ccccc2)c1 (stereo unspecified)	3	111	100	96	99	98	96	-3
CCOc1ccccc1NS(=O)(=O)c1cccs1	0	94	102	97	91	101	108	1
CCC(C)N(C(=O)Cn1c(=O)cnc2ccccc21)C1CCS(=O)(=O)C1 (stereo unspecified)	1	104	93	112	103	98	91	14
Cc1nnc(N2CCc3ccccc3C2)[nH]c1=O	0	102	100	100	100	104	103	-17
Nc1ccccc1N1CCOCC1	2	86	94	95	106	100	102	2
CC1CCCC(NC(=O)COC(=O)Cc2ccc(Cl)cc2)C1C (stereo unspecified)	0	123	102	100	99	106	102	4
COc1cc(NS(C)(=O)=O)ccc1Nc1c2ccccc2nc2ccccc12	0	93	97	101	81	98	74	-8
COc1ccc(CC(=O)Nc2oc(-c3ccccc3)c(-c3ccccc3)c2C#N)cc1OC	2	96	105	102	117	103	104	7
CCC(=O)N(C(=O)CC)N1CCN(c2ccncc2S(=O)(=O)N2CCCCC2)CC1	4	104	98	99	106	87	100	15
CCN(C(=O)COC(=O)c1cc(=O)[nH]c2ccccc12)C1CCS(=O)(=O)C1 (stereo unspecified)	49*	113	97	97	96	93	88	1
(list continues)
SMILES	GRK2 aptamer HTS	CR mimetic SO	MEP2-GFP yeast	LAP4 TOR yeast	AGP1 TOR yeast	RPL19A-GFP yeast	CIT2-GFP yeast	VLA-4 inh
CN(C(=O)COc1ccc(-c2nnco2)cc1)C1CCS(=O)(=O)C1 (stereo unspecified)	2	98	93	91	92	88	89	3
O=c1c(Cc2ccc(Cl)cc2)c(O)ccn1Cc1ccccc1	0	95	101	104	104	104	115	-1
CC1(OC(=O)CCc2ccccc2)C(=O)C=C2C=C(c3ccc(C#N)cc3)N(C(CO)CO)C=C2C1=O (stereo unspecified)	1	102	101	95	104	96	101	26
COc1ccc(C2CC(=O)C3=C(C2)Nc2ncnn2C3c2ccccc2C)c(OC)c1 (stereo unspecified)	9	112	98	97	97	98	91	5
O=C(/C=C\Nc1ccccn1)c1ccccc1	0	108	96	107	103	103	82	7
Cc1cc(Cl)cc(C)c1OCCCCn1ccnc1	0	121	106	110	119	107	111	8
Cc1ccc(S(=O)(=O)N2CCOCC2)cc1C(=O)OCC(=O)c1ccc[nH]1	4	95	97	92	92	90	84	5
O=C(O)CCCCn1c(SCc2cc(=O)n3cc(Cl)ccc3n2)nc2ccsc2c1=O	3	90	102	106	100	100	104	1

Reprinted from above for reference:
SMILES	GRK2 aptamer HTS	CR mimetic SO	MEP2-GFP yeast	LAP4 TOR yeast	AGP1 TOR yeast	RPL19A-GFP yeast	CIT2-GFP yeast	VLA-4 inh
CCOc1ccc(CCNC(=O)COC(=O)C2CC2)cc1OCC	1	95	102	108	115	106	106	0
COCCNC(=O)c1ccccc1NC(=O)c1cc(OC)cc(OC)c1	1	102	99	95	93	99	99	-9
CN1CCN(c2ccccc2NC(=O)c2ccc(-c3ccc(Cl)cc3Cl)o2)CC1	28	87	104	110	102	98	96	30
CCOc1ccc(NC(=O)Cn2nnc(C(=O)NCCc3ccc(OC)c(OC)c3)c2N)cc1	3	99	98	x	98	96	89	-20
COc1ccc(NC(=S)NCc2ccccc2)c(OC)c1	0	111	107	93	103	102	106	1
COc1ccc(S(=O)(=O)N2CCCCCC2)cc1C(=O)NCc1ccc(C)cc1	0	92	96	97	97	98	95	3
CCCCN1CCc2c1nc1ccc(Br)cc1c2N	0	117	101	94	102	95	96	-63
